D2 ag: D2 dopamine receptor (human) agonism | P14416 | HEK293 T-REx D2 cells, calcium flux agonist mode | activation, % at 2 µM | actives 0.53% (n = 340,000) | AID 485358;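 active = activation over 3 SD above normal in the single-dose calcium agonist read, cut at about 30% in these data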; also: 0% is about no effect
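Calcium-flux readout, 1 cycle/sec over 180 s following compound pin transfer, in inducible HEK293 Trex D2 cells (force-coupled); dopamine controls included. Positive calcium responses during this window marked compounds as potential agonists.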
ERG-DNA inh: inhibitors of human ERG Ets domain-DNA interaction; P11308; fluorescence polarization, His-ERG Ets domain / labelled DNA; Potency, µM (series often up to 76.9 µM), inactives show at the top dose FP activity, negative = inhibition, actives largely listed as inhibitors; actives 0.028% (n = 370,000); AID 624246; active = well fitted inhibition curve with a large enough effect in the polarisation, with a control signal flat; inconclusive = small, poorly fitted or top-dose-only effect, or effect the other way, or a change in a side signal; inactive = no such curve, though single readings can be large or run the other way; the % refers to the polarisation;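 also: polarization taken with two DNA probes labelled with fluorescein and Texas red; potency is read from the fitted curve at half-maximal effect; % of control where 0% means no effect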
Target sequence (P11308 whole entry, looked up, the tested form may be a part): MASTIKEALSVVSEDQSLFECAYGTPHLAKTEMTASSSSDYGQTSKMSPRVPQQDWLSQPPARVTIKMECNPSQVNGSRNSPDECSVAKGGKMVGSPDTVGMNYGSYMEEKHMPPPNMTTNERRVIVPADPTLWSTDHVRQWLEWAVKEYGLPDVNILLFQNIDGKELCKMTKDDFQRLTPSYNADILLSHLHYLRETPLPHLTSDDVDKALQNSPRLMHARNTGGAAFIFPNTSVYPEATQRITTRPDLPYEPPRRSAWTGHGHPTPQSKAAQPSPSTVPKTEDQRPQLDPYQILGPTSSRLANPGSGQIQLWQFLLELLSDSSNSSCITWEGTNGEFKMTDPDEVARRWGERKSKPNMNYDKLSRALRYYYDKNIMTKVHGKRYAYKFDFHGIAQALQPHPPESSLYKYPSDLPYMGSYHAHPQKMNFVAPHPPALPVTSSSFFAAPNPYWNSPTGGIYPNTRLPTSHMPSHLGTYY
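His-tagged ERG Ets domain (1 uM in the protein solution; 300mM KCl, 50mM Tris-HCl, 1mM EDTA, 1mM DTT, pH 7.5) received compound, then a probe mix of 5 nM fluorescein-DNA and 100nM Texas-615-DNA. Fluorescence polarization was read for both dyes.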
Glioma ERSR ind: induces the endoplasmic reticulum stress response in human glioma cells. actives 0.02% (n = 420,000). U87-MG GRP78 promoter luciferase reporter, 16 h. Potency, µM, inactives show at the top dose activation, actives largely listed as activators. AID 602332; also: potency is read from the fitted curve at half-maximal effect; series mostly up to about 76 µM; % of control where 0% means no effect; nearly all actives have a fitted effect of over 35% in size
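ERSR induction read as luciferase luminescence (Bright-Glo, 10 min at room temperature) in stably transfected human U87-MG glioma cells exposed to compounds for 16 h, using GRP78 as sensor.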
Vif-APOBEC3F blk: Vif-A3F binding inhibition; actives 0.2% (n = 390,000); Potency, µM (series often up to 46.1 µM), without a hit: at the highest dose activity, negative = active; HeLa A3F-eYFP + Vif (tagged APOBEC3F with the HIV-1 protein that degrades it), YFP fluorescence increase; AID 602313; also: potency is read from the fitted curve at half-maximal effect; % of control where 0% means no effect; nearly all actives have a fitted effect of over 65% in size
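Fluorescence increase (Ex 488/Em 500-530) after overnight compound treatment at 37 deg C flags inhibition of Vif-driven A3F-eYFP loss in stable HeLa A3F-eYFP/Vif cells seeded overnight beforehand.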
12-LOX inh: ALOX12 (human) lipoxygenase inhibition. Potency, µM (series often up to 108 µM), inactives show at the top dose activity change, negative = inhibition, usual class: inhibitors. AID 1671190. actives 1.1% (n = 580,000). purified 12hLO, xylenol orange hydroperoxide absorbance. P18054; also: potency is read from the fitted curve at half-maximal effect; % is scaled to controls: 0 for no effect and ±100 for the full control effect
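Hydroperoxide product was detected by ferrous iron/xylenol orange as the 573 to 405 nm absorbance ratio. Arachidonic acid at 40 uM (final) was turned over for 30 min at room temperature by 150 nM human 12hLO, pH 7.0 Hepes buffer, after 15 min compound preincubation.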
Vif-APOBEC3G blk: inhibitors of Vif-APOBEC3G interaction | Q9HC16 | HeLa A3G-eYFP + Vif (tagged APOBEC3G with the HIV-1 protein that degrades it), YFP fluorescence, overnight | Potency, µM (top dose mostly 46.1 µM), inactives show at the top dose activity, negative = active, hits mostly inhibitors | actives 0.076% (n = 410,000);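 also: potency is read from the fitted curve at half-maximal effect; % is scaled to controls: 0 for no effect and ±100 for the full control effect; nearly all actives have a fitted effect of over 60% in size; hits raise eYFP signal because A3G escapes Vif-driven loss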
Target sequence (Q9HC16 whole entry, looked up): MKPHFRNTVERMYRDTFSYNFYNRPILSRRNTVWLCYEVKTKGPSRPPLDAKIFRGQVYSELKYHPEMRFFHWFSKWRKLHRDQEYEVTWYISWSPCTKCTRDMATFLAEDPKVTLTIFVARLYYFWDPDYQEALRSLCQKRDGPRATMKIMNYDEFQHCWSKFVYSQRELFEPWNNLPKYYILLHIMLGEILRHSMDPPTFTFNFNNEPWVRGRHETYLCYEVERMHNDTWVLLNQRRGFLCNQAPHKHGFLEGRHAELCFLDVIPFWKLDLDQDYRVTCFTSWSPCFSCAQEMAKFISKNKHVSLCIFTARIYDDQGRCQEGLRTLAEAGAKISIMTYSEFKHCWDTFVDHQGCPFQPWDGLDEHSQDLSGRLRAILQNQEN
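HeLa cells stably expressing Vif and C-terminally eYFP-tagged A3G, seeded overnight at 37 deg C, then exposed to compound by pintool overnight at 37 deg C. Rise in yellow fluorescence (Ex 488/Em 500-530, Acumen) marks blocked Vif-driven A3G degradation.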
RGS4 inh: blocks human RGS4-accelerated GTP hydrolysis. P49798. Transcreener GDP fluorescence polarization, RGS4-accelerated GTP hydrolysis. Potency, µM (series often up to 114 µM), inactives show at the highest dose activity change, negative = inhibition, actives largely listed as inhibitors. actives 0.039% (n = 390,000). AID 504845; also: potency is read from the fitted curve at half-maximal effect; % is scaled to controls: 0 for no effect and ±100 for the full control effect; nearly all actives have a fitted effect of over 75% in size; some results filed as inactive show a strong effect at the top dose
Target sequence (P49798 whole entry, looked up): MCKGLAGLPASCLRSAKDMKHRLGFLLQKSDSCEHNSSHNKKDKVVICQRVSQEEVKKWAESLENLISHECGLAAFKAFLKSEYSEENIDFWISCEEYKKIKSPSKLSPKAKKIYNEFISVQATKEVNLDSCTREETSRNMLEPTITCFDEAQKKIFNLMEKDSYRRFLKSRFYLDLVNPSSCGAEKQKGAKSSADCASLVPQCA
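MLSMR compounds (23 nl, pin-transferred) preincubated 10 min at room temperature with a 500nM (2x) first reagent, then RGS4 at 900nM (2x) plus Transcreener GDP mix added; fluorescence polarization (620/688 nm) read before and after 90 min at 30 °C.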
D2 antag: D2 dopamine receptor (human) antagonism; inhibition, % at 10 µM; actives 2% (n = 340,000); P14416; HEK293 TREx D2 cells, calcium flux, dopamine EC80; in the data active = inhibition above about 30%; also: 0% is about no effect
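Calcium flux kinetic readout in an inducible HEK293 TREx D2 line plated overnight at 30 C. After 180 s compound exposure, an EC80 dopamine challenge follows with another 180 s kinetic read to detect antagonism.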
LDHA block: inhibitors of human lactate dehydrogenase A | P00338 | purified LDHA, NADH/diaphorase-resazurin fluorescence; active compounds read low | actives 0.15% (n = 480,000) | activity change, % (values are at about 110 or 230 µM); in the data active = activity change below about -30%; inconclusive = mostly about -25% to -30%;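 also: plate controls were DMSO wells for no effect and wells without enzyme for full effect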
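Remaining NADH was detected by diaphorase (0.133 mg/mL) converting 37 µM resazurin to fluorescent resorufin, read at 0 and 20 minutes. The preceding 5-minute room-temperature reaction used 2 nM LDHA, 0.2 mM sodium pyruvate and 0.06 mM NADH at pH 7.4.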
* marks the source's active call; other numbers are inactive results; ? = inconclusive; / = no result given; & = joins results of further samples; [ ] = dose if it differs, or a comment. Unless noted, calls follow the shape of the dose curve; as a rule, active = well fitted curve in the direction sought with a large enough effect; inconclusive = small, poorly fitted or top-dose-only effect, or another doubt; inactive = no such curve, though single readings can be large; an effect the other way counts as inactive or inconclusive.

| Molecule | D2 ag | ERG-DNA inh | Glioma ERSR ind | Vif-APOBEC3F blk | 12-LOX inh | Vif-APOBEC3G blk | RGS4 inh | D2 antag | LDHA block |
| --- | --- | --- | --- | --- | --- | --- | --- | --- | --- |
| O=C1C(Cl)=C(NCC2CCCO2)C(=O)N1c1cccc(Cl)c1Cl (configuration not stated) | 0.1 | -2% | -4% | 10% | ? | 0% | -7% | -6 | 1 |
| CN(C)c1ccc(C(CNC(=O)COc2ccc(Cl)cc2)N2CCOCC2)cc1 (configuration not stated) | -2.4 | 2% | -7% | -1% | -14% | 6% | 0% | / | 4 |
| Cc1cc(C)n(-c2cc(N3CCOCC3)nc(-c3ccccc3)n2)n1 | -0.9 | / | -4% | 2% | 11% | 2% | -4% | 4 | 3 |
| Cc1ccc(OCCCC(=O)Nc2ccccc2C(F)(F)F)cc1 | 1.5 | -11% | -4% | / | -5% | -5% | 3% | -6 | 2 |
| CCC(C)NC(=O)C1CCCN(c2nc(C)cc(OC)n2)C1 (configuration not stated) | 0.3 | -6% | -1% | -9% | -22% | 0% | -21% | -8 | 0 |
| O=C(CC1C(=O)NCCN1CC1CCCCC1)NCc1cc(F)ccc1F (configuration not stated) | -0.3 | 0% | 3% | 3% | -4% | -5% | ? | 4 | 2 |
| C=C1C(=O)O[C@@H]2C[C@@H](C)[C@@H]3C=CC(=O)[C@@]3(C)[C@@H](OC(C)=O)[C@H]12 | 0.0 | 5% | -12% | 3% | 3% | ? | -52% | 2 | -2 |
| COc1ccccc1C(CNC(=O)C(C)(C)Oc1ccc(Cl)cc1)N1CCCC1 (configuration not stated) | 0.0 | 2% | -6% | -6% | ? | -1% | 7% | -19 | -8 |
| CC1CCC2(CC1)NC(=O)N(CC(=O)Nc1nc(-c3ccc(F)cc3)cs1)C2=O (configuration not stated) | 0.2 | -4% | 4% | 2% | -3% | -15% | 2% | -1 | -8 |
| O=C1CCC(=O)N1OCCOc1ccccc1 | -0.4 | 4% | -3% | ? | -12% | -25% | 7% | -5 | -3 |
| O=C1C=C(c2cccc3c2sc2ccccc23)C[C@@H](c2ccc(F)cc2)C1 | -0.1 | -3% | -1% | -10% | 5% | 0% | -39% | 13 | 4 |
| COc1ccc2[nH]c3c(c2c1)CCN1C(=O)C(CC(=O)NCCCN(C)C)C[C@H](C(=O)N2CCOCC2)[C@@]31CCC1CCCC1 (some centres not stated) | / | -7% | -1% | 5% | -15% | 5% | 8% | / | -2 |

By substructure, the compounds so far with a Cl atom
| Molecule | D2 ag | ERG-DNA inh | Glioma ERSR ind | Vif-APOBEC3F blk | 12-LOX inh | Vif-APOBEC3G blk | RGS4 inh | D2 antag | LDHA block |
| --- | --- | --- | --- | --- | --- | --- | --- | --- | --- |
| O=C1C(Cl)=C(NCC2CCCO2)C(=O)N1c1cccc(Cl)c1Cl (configuration not stated) | 0.1 | -2% | -4% | 10% | ? | 0% | -7% | -6 | 1 |
| CN(C)c1ccc(C(CNC(=O)COc2ccc(Cl)cc2)N2CCOCC2)cc1 (configuration not stated) | -2.4 | 2% | -7% | -1% | -14% | 6% | 0% | / | 4 |
| COc1ccccc1C(CNC(=O)C(C)(C)Oc1ccc(Cl)cc1)N1CCCC1 (configuration not stated) | 0.0 | 2% | -6% | -6% | ? | -1% | 7% | -19 | -8 |

An excerpt from above in order of the Glioma ERSR ind value, largest number first:
| smiles | Glioma ERSR ind |
| --- | --- |
| COc1ccc2[nH]c3c(c2c1)CCN1C(=O)C(CC(=O)NCCCN(C)C)C[C@H](C(=O)N2CCOCC2)[C@@]31CCC1CCCC1 (some centres not stated) | -1% |
| O=C1CCC(=O)N1OCCOc1ccccc1 | -3% |
| C=C1C(=O)O[C@@H]2C[C@@H](C)[C@@H]3C=CC(=O)[C@@]3(C)[C@@H](OC(C)=O)[C@H]12 | -12% |

(more compounds)
| Molecule | D2 ag | ERG-DNA inh | Glioma ERSR ind | Vif-APOBEC3F blk | 12-LOX inh | Vif-APOBEC3G blk | RGS4 inh | D2 antag | LDHA block |
| --- | --- | --- | --- | --- | --- | --- | --- | --- | --- |
| O=C(c1ccco1)N1CCN(C(=S)NC2CC3CCC2C3)CC1 (configuration not stated) | 0.6 | -13% | 0% | 0% | -1% | -6% | -19% | 11 | -2 |
| COc1cc(CN(C(=S)NCC(=O)O)C2CCCC2)cc(OC)c1OC | -1.7 | 2% | -1% | 14% | -5% | -7% | -14% | 3 | -2 |
| CC(=O)N/C(=C\c1cccs1)C(=O)O | 2.8 | -2% | -1% | 4% | 7% | 1% | -5% | 6 | -5 |
| O=C(NCc1cccs1)c1ccc(N2CCCC2=O)cc1 | 0.2 | -4% | -1% | / | 0% | 0% | 8% | 3 | 1 |
| O=C(O)c1ccc(COc2ccc3ccccc3c2/C=C2/NC(=O)N(c3ccccc3)C2=O)cc1 | / | -3% | 0% | 0% | -20% | 2% | -7% | / | -11 |
| Cc1cccc(-c2nc(Nc3cccc(O)c3)c3ccccc3n2)c1 | 0.6 | -3% | -5% | 5% | ? | -5% | 11% | -6 | -6 |
| CCOC(=O)COc1ccc(Oc2nc(C)cc(OC)n2)nn1 | / | 3% | -4% | -8% | 8% | 3% | -14% | / | -2 |
| Nc1nc(N2CCN(C(=O)c3ccco3)CC2)nc2ccccc12 | 1.1 | -2% | 0% | 4% | 5% | 1% | -32%[56.9 µM] | 6 | -17 |
| Cn1c(=O)c2c(-c3ccccc3)n(-c3ccccc3F)cc2n(C)c1=O | / | / | -3% | / | ? | -7% | / | / | -13 |
| CCCn1c(=N)c(C(=O)NCc2cccnc2)cc2c(=O)n3cccc(C)c3nc21 | 0.2 | -15% | -6% | -14% | 0% | -3% | -2% | / | -2 |
| O=c1[nH]c(-c2ccccn2)nc(C(F)(F)F)c1Br | 0.9 | 10% | 0% | ? | -2% | -1% | 2% | -3 | 6 |
| CC1CN(C(=O)CCc2cc(C(C)(C)C)c(O)c(C(C)(C)C)c2)CC(C)O1 (configuration not stated) | -2.1 | -1% | -1% | 0% | -29% | 2% | 2% | 16 | 1 |
| CCOc1cccc(CC(=O)Nc2ccc3nc(N4CCCCC4)cc(C)c3c2)c1OCC | / | -3% | 0% | 2% | 3% | -2% | -28% | / | 6 |
| CC1=C(C(N)=O)C(c2cccc(Br)c2)n2nc(SCc3ccccc3)nc2N1 (configuration not stated) | 0.2 | 5% | -2% | -2% | -22% | -3% | 24% | / | -19 |
| CCOC(=O)N1CCN(c2ccc(C(C)=O)cc2F)CC1 | / | 0% | -3% | 6% | 0%[57.4 µM] | 3% | 3%[11.4 µM] | / | -4 |
| COc1ccc(CNC(=O)c2sc(=S)n(-c3ccc(OC)cc3)c2N)cc1 | -0.5 | 9% | -7% | -7% | / | 2% | ? | -1 | -4 |
| COc1ccc(NC(=O)Nc2ccncc2)c(OC)c1 | 1.0 | 10% | 3% | 7% | 4% | 0% | -10% | -1 | -6 |
| O=[N+]([O-])c1ccc(S(=O)(=O)NCC(c2cccnc2)N2CCc3ccccc3C2)cc1 (configuration not stated) | 0.3 | 7% | -3% | 4% | 31% | 1% | -14% | -3 | -5 |
| CCNC(=O)NC(=O)CSc1nc2ccccc2n1CC(C)C | -1.4 | 9% | 1% | 4% | 0% | -3% | 10% | 5 | -9 |
| CCC(=O)NC(=S)Nc1cccc(Cl)c1N1CCCC1 | -0.1 | -11% | -4% | 10µM* | -12% | 1% | 0% | -6 | -7 |
| S=C(Nc1ccc(Oc2ccccc2)cc1)N1CCOCC1 | 0.5 | 10% | 4% | 3% | 10% | -2% | -5% | 8 | -8 |
| COc1ccc(Cc2noc(CN3CCN(C4CCc5ccccc5C4)CC3)n2)cc1OC (configuration not stated) | -0.3 | 0% | 2% | 9% | -11% | 1% | 3% | -9 | -3 |
| COc1ccc(N2C(=O)/C(=C/c3cccs3)NC2=S)cc1 | 0.8 | 5% | 1% | -17% | ? | -7% | ? | -12 | -2 |
| CCOC(=O)C1=C(C)NC(C)=C(C(=O)OCC)C1C(=O)OC1CCOC1=O (configuration not stated) | 0.9 | -4%&0% | -2%&0% | -29%&3% | -1%&0% | 4%&0% | -10%&15% | -11 | -7&-2 |
| CCOc1ccc(C(=O)CCC(=O)Nc2cc(C)ccn2)cc1 | -0.4 | 4% | 1% | -15% | -16% | -5% | -15% | -4 | -9 |
| CC(C)C[C@H](NC(=O)c1nc[nH]c1C(=O)N1CCN(c2ccccc2)CC1)C(=O)OC(C)(C)C | 0.8 | -12% | -6% | -3% | 4% | -16% | -1% | 2 | 1 |
| Cc1ccc(Cl)cc1NC(=O)CN1CCN(C(=O)C2CCCO2)CC1 (configuration not stated) | 0.6 | -5% | -5% | 6% | -6% | -2% | 0% | -7 | -2 |
| COc1ccc(CCC(=O)NC(C)c2ccccc2)cc1OC (configuration not stated) | 3.6 | -4% | -4% | -1% | 0% | 0% | -9% | 1 | 2 |

This is a subset; the hit share may differ from the screen's.
